Compound activity from PubChem.
rTrxR1 inhibitor: blocks rat thioredoxin reductase 1; 1% of 390,000 active; O89049; Potency, µM (doses to about 114 µM), for inactives: at the top dose activity change, negative = inhibition, actives largely listed as inhibitors; recombinant rTrxR1, NADPH fluorescence consumption, selenite substrate; AID 588453; further: on the % scale 0 is the no-effect control and ±100 the full control effect; nearly all actives have a fitted effect of over 65% in size
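Rat TrxR1 (90 nM in the dispensed reagent) was pre-reduced with 400 uM NADPH for 5 min at room temperature, then incubated with compound for 15 min. After 400 uM selenite was added, NADPH fluorescence (Ex 340/Em 450 nm) was followed for 8 min.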
PGK inhibitor: inhibitors of T. brucei phosphoglycerate kinase; P07378; PGK/GAPDH coupled, Kinase-Glo luminescence, 60 min; Potency, µM (series often up to 57.5 µM), inactives show at the highest dose activity change, negative = inhibition, actives largely listed as inhibitors; AID 602233; 0.043% of 380,000 active; further: on the % scale 0 is the no-effect control and ±100 the full control effect; nearly all actives have a fitted effect of over 60% in size
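Luminescent ATP detection (Kinase-Glo Plus) follows a 60-minute room-temperature incubation, with wells lacking PGK as controls. Buffer: 100 mM TEA (pH 7.6), 5 mM MgCl2, 0.01% Tween-20. Coupling enzyme GAPDH (100 nM final) supplies unstable 1,3-BPG in-well.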
ALOX12 inh: inhibitors of human 12S-lipoxygenase ALOX12. purified 12hLO, xylenol orange hydroperoxide absorbance. Potency, µM (top dose mostly 108 µM), for inactives: at the top dose activity change, negative = inhibition, usual class: inhibitors. P18054. 1.1% of 580,000 active; further: on the % scale 0 is the no-effect control and ±100 the full control effect
Target sequence (P18054 whole entry, looked up): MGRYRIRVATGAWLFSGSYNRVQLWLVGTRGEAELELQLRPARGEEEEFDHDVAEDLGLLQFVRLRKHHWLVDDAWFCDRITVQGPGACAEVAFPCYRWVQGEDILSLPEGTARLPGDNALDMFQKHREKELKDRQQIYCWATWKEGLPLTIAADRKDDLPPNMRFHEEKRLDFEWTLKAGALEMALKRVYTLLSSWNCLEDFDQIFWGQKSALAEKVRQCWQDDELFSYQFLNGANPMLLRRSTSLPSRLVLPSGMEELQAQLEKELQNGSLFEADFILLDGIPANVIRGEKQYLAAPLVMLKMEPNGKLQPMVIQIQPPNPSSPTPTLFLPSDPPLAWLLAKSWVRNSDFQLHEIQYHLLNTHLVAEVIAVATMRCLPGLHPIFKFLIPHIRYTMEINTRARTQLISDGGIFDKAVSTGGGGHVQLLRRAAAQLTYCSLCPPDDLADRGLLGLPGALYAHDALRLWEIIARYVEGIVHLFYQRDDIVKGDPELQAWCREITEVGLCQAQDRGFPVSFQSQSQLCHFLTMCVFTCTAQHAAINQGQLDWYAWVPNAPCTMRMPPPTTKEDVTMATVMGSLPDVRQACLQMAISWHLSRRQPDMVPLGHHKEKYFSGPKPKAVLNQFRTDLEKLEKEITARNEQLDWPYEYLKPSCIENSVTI
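Purified human 12hLO at 150 nM in 25 mM Hepes, 0.01% Triton X-100, pH 7.0, preincubated 15 min at room temperature with compound. Reaction started with 40 uM arachidonic acid, 30 min at room temperature. Hydroperoxide measured by Fe-xylenol orange, 573/405 nm absorbance ratio.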
GLS inh: inhibitors of human glutaminase (GLS) | O94925 | GLS enzymatic activity, qHTS titration | Potency, µM (top dose mostly 45.5 µM), inactives show at the highest dose activity change, negative = inhibition, usual class: inhibitors | 0.21% of 410,000 active | AID 624170; further: on the % scale 0 is the no-effect control and ±100 the full control effect
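Enzyme dispensed in phosphate buffer (45 mM, pH 8.2, 0.02% Tween-20), compounds pinned in, then 1 mM L-glutamine solution and the glutamate oxidase–HRP–Amplex Red mix added; fluorescence read immediately and again after 30 min at room temperature.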
RGS4 inhibitor: human RGS4 inhibition; Transcreener GDP fluorescence polarization, RGS4-accelerated GTP hydrolysis; 0.039% of 390,000 active; Potency, µM (doses to about 114 µM), inactives show top-dose activity change, negative = inhibition, most hits filed as inhibitors; further: on the % scale 0 is the no-effect control and ±100 the full control effect; nearly all actives have a fitted effect of over 75% in size; some results filed as inactive show a strong effect at the top dose
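MLSMR compounds (23 nl, pin-transferred) preincubated 10 min at room temperature with a 500nM (2x) first reagent, then RGS4 at 900nM (2x) plus Transcreener GDP mix added; fluorescence polarization (620/688 nm) read before and after 90 min at 30 °C.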
Pin1 inh: inhibitors of human Pin1; Q13526; AID 504891; Potency, µM (highest dose often 115 µM), inactives show at the highest dose activity, negative = inhibition, most hits filed as inhibitors; Pin1 FP peptide displacement, HiFluor488, 10 min; 0.009% of 390,000 active; active means well fitted inhibition curve with a large enough effect in the polarisation, with a control signal flat, not every such curve was filed as active; inconclusive means small, poorly fitted or top-dose-only effect, or effect the other way, or a change in a side signal; inactive means no such curve, though single readings can be large or run the other way; the % refers to the polarisation; further: on the % scale 0 is the no-effect control and ±100 the full control effect
Target sequence (Q13526 whole entry, looked up): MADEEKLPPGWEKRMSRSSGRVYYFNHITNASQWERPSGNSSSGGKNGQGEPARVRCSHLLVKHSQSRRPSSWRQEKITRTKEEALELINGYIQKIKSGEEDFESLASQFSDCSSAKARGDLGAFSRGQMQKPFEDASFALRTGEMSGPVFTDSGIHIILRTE
HP1b binding inh: inhibitors of HP1-beta chromodomain binding to methylated histone tails; 0.56% of 390,000 active; P83916; AlphaScreen HP1-beta / biotin-H3K9me3 peptide binding; AID 540317; Potency, µM (series often up to 114 µM), inactives show at the top dose activity change, negative = inhibition, most hits filed as inhibitors; further: nearly all actives have a fitted effect of over 70% in size; inactives centre near 23
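AlphaScreen: HP1-beta (50 nM) preformed 30 min with biotin-H3(1-18)K9me3 peptide (50 nM) in PBS pH 7.4, 0.01% Tween-20. Compound added for 30 min at RT, then streptavidin donor/nickel chelate acceptor beads (10 ug/mL) for 30 min.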
ERG Ets-DNA blk: ERG Ets/DNA interaction inhibition | P11308 | fluorescence polarization, His-ERG Ets domain / labelled DNA | Potency, µM (doses to about 76.9 µM), without a hit: at the top dose FP activity, negative = inhibition, most hits filed as inhibitors | 0.028% of 370,000 active | AID 624246; active means well fitted inhibition curve with a large enough effect in the polarisation, with a control signal flat; inconclusive means small, poorly fitted or top-dose-only effect, or effect the other way, or a change in a side signal; inactive means no such curve, though single readings can be large or run the other way; the % refers to the polarisation;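 further: polarization taken with two DNA probes labelled with fluorescein and Texas red; % of control where 0% means no effect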
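His-tagged ERG Ets domain (1 uM in the protein solution; 300mM KCl, 50mM Tris-HCl, 1mM EDTA, 1mM DTT, pH 7.5) received compound, then a probe mix of 5 nM fluorescein-DNA and 100nM Texas-615-DNA. Fluorescence polarization was read for both dyes.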
JMJD2A Tudor inh: JMJD2A Tudor domain (human) inhibition; O75164; AlphaScreen JMJD2A-Tudor / H3K4me3 peptide binding; Potency, µM (titrated, usually from 114 µM), inactives show at the top dose activity change, negative = inhibition, most hits filed as inhibitors; 4.4% of 390,000 active; AID 504339; further: on the % scale 0 is the no-effect control and ±100 the full control effect; nearly all actives have a fitted effect of over 50% in size
* marks the source's active call; other numbers are inactive results; i = inactive; ? = inconclusive; [ ] = another dose, or the depositor's remark. Unless noted, the call rests on the fitted dose curve; in most records, active means well fitted curve in the direction sought with a large enough effect; inconclusive means small, poorly fitted or top-dose-only effect, or another doubt; inactive means no such curve, though single readings can be large; an effect the other way counts as inactive or inconclusive. Potency means the concentration at half of the fitted maximal effect. Some of the compounds tested; rates above refer to the full screens.

Each structure is followed by: rTrxR1 inhibitor	PGK inhibitor	ALOX12 inh	GLS inh	RGS4 inhibitor	Pin1 inh	HP1b binding inh	ERG Ets-DNA blk	JMJD2A Tudor inh
CCOC(=O)c1[nH]c(C)c(C(=O)OC(C)C(=O)Nc2ncc(Cl)cc2Cl)c1C (stereo unspecified)
 : 6%	-6%	-4%	-2%	-3%	-5%	30%	-4%	-2%
CCOc1ccc(CNc2ccc3c(c2)nc(C)n3C)cc1
 : 20%[57.1 µM]	-2%	-2%	-3%	-49%	1%	-10%	3%	-35%
CCS(=O)(=O)c1ccc2oc(SCC(=O)c3c(N)n(C4CC4)c(=O)[nH]c3=O)nc2c1
 : 31%	i	-2%	-6%	-37%	1%	43%[activator]	-7%	2%
CN(C)S(=O)(=O)c1ccc(-n2cccc2)cc1
 : 9%	i	-3%	-3%	-13%	-1%	12%	2%	-13%
Cc1nn(-c2ccccc2)c2c1C(c1ccc(F)cc1)C(C#N)=C(N)O2 (stereo unspecified)
 : -28%	-2%	-26%	3%	-21%	-2%	-20%	-4%	?
Cc1ccc(-c2cn3nc(-c4ccccc4)c(-c4ccccc4)nc3n2)cc1
 : -21%	-2%	?	-4%	-10%	?	184%[activator]	2%	90%[activator]
O=C(O)c1cc(N/N=C/c2cccnc2)ccc1Cl
 : -1%	2%	-28%	-14%	-8%	-10%	44%[activator]	-4%	-8%
O=C(NC1(C(F)(F)F)NC(=O)N(Cc2cccnc2)C1=O)c1ccc(F)cc1 (stereo unspecified)
 : 17%	-8%	9%	-12%	2%	0%	8%	-3%	-2%
CCCCn1nnnc1SCC(=O)Nc1cccc(C)n1
 : 12%	13%	-12%	10%	0%	-5%	57%[activator]	-1%	7%
O=S(=O)(CC(c1ccccc1)N1CCCCC1)c1ccc(Cl)cc1 (stereo unspecified)
 : 8%	-9%	159%[activator]	1%	-3%	6%	47%[activator]	-14%	3%

Single records, from the list above:
CCCCn1nnnc1SCC(=O)Nc1cccc(C)n1 is listed with rTrxR1 inhibitor: 12%; PGK inhibitor: 13%; ALOX12 inh: -12%; GLS inh: 10%; RGS4 inhibitor: 0%; Pin1 inh: -5%; HP1b binding inh: 57%[activator]; ERG Ets-DNA blk: -1%; JMJD2A Tudor inh: 7%
O=S(=O)(CC(c1ccccc1)N1CCCCC1)c1ccc(Cl)cc1 (stereo unspecified) is listed with rTrxR1 inhibitor: 8%; PGK inhibitor: -9%; ALOX12 inh: 159%[activator]; GLS inh: 1%; RGS4 inhibitor: -3%; Pin1 inh: 6%; HP1b binding inh: 47%[activator]; ERG Ets-DNA blk: -14%; JMJD2A Tudor inh: 3%

Going on with the list.
Each structure is followed by: rTrxR1 inhibitor	PGK inhibitor	ALOX12 inh	GLS inh	RGS4 inhibitor	Pin1 inh	HP1b binding inh	ERG Ets-DNA blk	JMJD2A Tudor inh
CC1CCCCC12NC(=O)N(CC(=O)OCC(=O)c1ccc(OC(F)F)cc1OC(F)F)C2=O (stereo unspecified)
 : 8%	6%	0%	14%	-2%	4%	22%	-8%	-12%
N#CCCCSc1nnc(CSc2nc3ccccc3s2)n1-c1ccccc1
 : -12%	-3%	210%[activator]	-5%	-10%	-1%	26%	-1%	-23%
COc1ccc(NC(=O)CN2C(=O)COc3ccccc32)cc1OC
 : 14%	-5%	0%	1%	2%	-3%	25%	7%	-5%
O=C(NCCc1c[nH]c2ccccc12)C(=O)NCC1OCCCN1S(=O)(=O)c1ccc(F)cc1 (stereo unspecified)
 : -1%	-4%	-4%	11%	-19%	6%	7%	8%	-34%
O=C(CSc1nc2cc([N+](=O)[O-])ccc2n1-c1ccc(F)cc1)NC1CCS(=O)(=O)C1 (stereo unspecified)
 : -9%	-1%	19%	11%	-7%	-9%	6%	13%	-26%
Cc1nc2cc(NS(=O)(=O)c3c(C)c(C)cc(C)c3C)ccc2s1
 : -1%	-7%	?	8%	-4%	1%	-6%	3%	-19%
COCCCNC(=O)Cn1cc(C(=O)c2cccs2)c2ccccc21
 : -7%	6%	1%	-13%	-8%	2%	35%	-2%	-4%
O=C(Nc1ccc(F)cc1)c1ccc2c(=O)n(CC3CCCO3)c(=S)[nH]c2c1 (stereo unspecified)
 : 3%	i	-12%	2%	-20%	6%	52%[activator]	23%	-11%

Molecules listed so far that have fluorine, in the order listed:
Each structure is followed by: rTrxR1 inhibitor	PGK inhibitor	ALOX12 inh	GLS inh	RGS4 inhibitor	Pin1 inh	HP1b binding inh	ERG Ets-DNA blk	JMJD2A Tudor inh
Cc1nn(-c2ccccc2)c2c1C(c1ccc(F)cc1)C(C#N)=C(N)O2 (stereo unspecified)
 : -28%	-2%	-26%	3%	-21%	-2%	-20%	-4%	?
O=C(NC1(C(F)(F)F)NC(=O)N(Cc2cccnc2)C1=O)c1ccc(F)cc1 (stereo unspecified)
 : 17%	-8%	9%	-12%	2%	0%	8%	-3%	-2%
CC1CCCCC12NC(=O)N(CC(=O)OCC(=O)c1ccc(OC(F)F)cc1OC(F)F)C2=O (stereo unspecified)
 : 8%	6%	0%	14%	-2%	4%	22%	-8%	-12%
O=C(NCCc1c[nH]c2ccccc12)C(=O)NCC1OCCCN1S(=O)(=O)c1ccc(F)cc1 (stereo unspecified)
 : -1%	-4%	-4%	11%	-19%	6%	7%	8%	-34%
O=C(CSc1nc2cc([N+](=O)[O-])ccc2n1-c1ccc(F)cc1)NC1CCS(=O)(=O)C1 (stereo unspecified)
 : -9%	-1%	19%	11%	-7%	-9%	6%	13%	-26%
O=C(Nc1ccc(F)cc1)c1ccc2c(=O)n(CC3CCCO3)c(=S)[nH]c2c1 (stereo unspecified)
 : 3%	i	-12%	2%	-20%	6%	52%[activator]	23%	-11%
